# NR2E3 ag: NR2E3 (human) agonism. Q9Y5X4. GST-NR2E3/biotin-RetCOR TR-FRET, 1536-well. inhibition of corepressor binding, % at 4.78 µM. 320,000 compounds, 0.12% hits. AID 2300;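 active = percent inhibition above the cutoff of mean plus 3 SD of all tested compounds, set per screening campaign, cut at about 20% in these data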;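 note: 0% = DMSO wells and 100% = biotin wells as full block of FRET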
# Target sequence (Q9Y5X4 whole entry, looked up): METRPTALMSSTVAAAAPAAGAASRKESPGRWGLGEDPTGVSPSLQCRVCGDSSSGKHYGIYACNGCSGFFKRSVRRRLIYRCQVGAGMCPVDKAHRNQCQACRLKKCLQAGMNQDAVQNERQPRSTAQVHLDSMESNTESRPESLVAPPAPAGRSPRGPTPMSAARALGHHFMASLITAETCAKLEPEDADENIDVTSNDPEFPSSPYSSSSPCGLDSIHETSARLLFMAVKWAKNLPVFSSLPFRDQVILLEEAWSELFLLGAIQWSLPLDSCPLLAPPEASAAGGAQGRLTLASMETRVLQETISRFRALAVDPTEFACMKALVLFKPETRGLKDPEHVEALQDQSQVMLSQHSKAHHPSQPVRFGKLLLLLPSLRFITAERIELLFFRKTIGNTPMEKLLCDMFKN
#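 system = GST-tagged NR2E3 plus biotinylated RetCOR corepressor | input = 1.35 nM GST-NR2E3 | also added = 7 nM biotin-RetCOR | schedule = 5 h incubation at 4 °C | measured by = TR-FRET with europium anti-GST and streptavidin-D2, 340 nm excitation | read-out = percent loss of FRET ratio relative to control wells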
# Active calls of the source: *; i = inactive.
Structure | NR2E3 ag
Cc1nccn1-c1c2c(c(C#N)c3nc4ccccc4n13)CCC2 | 1
C/C(=N\NC(=O)C1CC1)c1cccc(NC(=O)c2cccc(Cl)c2)c1 | 2
COc1ccc(-c2csc(/C(C#N)=C\c3cccc([N+](=O)[O-])c3)n2)cc1 | 0
CN(C)CCCN=Cc1c(O)n(Cc2ccc3c(c2)OCO3)c(=O)c2ccccc12 | 2
C#CCOCCOCCOCCNc1nc(N2CCN(C(=O)CCCCCCCCCCNC(=O)[C@H]([C@@H](C)CC)n3cc(CCCCN=C(N)N)nn3)CC2)nc(N2CCN(C(=O)CCCCCCCCCCNC(=O)[C@H](CCCCN)n3cc(C[C@@H](C)CC)nn3)CC2)n1 | 0
CCOC(=O)c1c(/N=C/c2ccc(O)cc2O)sc2c1CCC2 | 0
COc1ccc(NC(=O)c2ccc(Cl)c(NC(=O)c3ccncc3)c2)cc1 | 5
C#CCOCCOCCOCCNc1nc(N2CCN(C(=O)[C@H]([C@@H](C)CC)n3cc(CCCN=C(N)N)nn3)CC2)nc(N2CCN(C(=O)[C@H](C)n3cc(CCCN=C(N)N)nn3)CC2)n1 | 0
Cn1c(=O)c(C(=O)COC(=O)c2cc(-c3ccco3)nc3ccccc23)c(N)n(CC2CC2)c1=O | 3
CCN1CCN(CCCOc2ccc(-c3ccccc3)cc2)CC1 | 4
COC(=O)CSc1ncnc2c1sc1nc(-c3ccco3)c3c(c12)CC(C)(C)OC3 | 0
COCCNC(=O)CNC(c1ccccc1)c1ccccc1 | 3
Nc1c(C(=O)OCC2CCCO2)c2nc3ccccc3nc2n1-c1ccc2c(c1)OCCO2 (centres undefined) | 3
NCCCC[C@H]1NC(=O)[C@H](CCC(=O)O)NC(=O)c2cc([N+](=O)[O-])cc(I)c2OCC[C@@H](C(N)=O)NC1=O | 1
O=C(Oc1ccc2c3c(c(=O)oc2c1)CCC3)c1ccccc1[N+](=O)[O-] | 2
COc1ccccc1N1CCN(C(=O)c2ccc3c(c2)NC(=O)C(CSCc2ccccc2C)N3)CC1 (centres undefined) | -4
Cc1ccc(C)n1-c1cccc(N)c1 | 0
COc1cc2c(=O)n(Cc3ccccc3)c(=O)n(CC(=O)C(C)(C)C)c2cc1OC | -1
Cc1cccc(Nc2nc(N)nc(CC(=O)CSc3ccc(Cl)cc3)n2)c1 | 1
OCc1ccccc1N=c1ssnc1Cl | 1
Cc1cccn2c(=O)c3cc(S(=O)(=O)c4ccccc4)c(=N)n(CC4CCCO4)c3nc12 (centres undefined) | 0
Brc1ccccc1-c1nc(-c2ccccc2)no1 | 3
O=C1OC2(c3ccccc31)c1cc(I)c(O)c(I)c1Oc1c2cc(I)c(O)c1I | i
O=P(O)(CN1CCCCCC1)C1Cc2ccccc2C1 | -2
Cc1cc(NC(=O)CSc2nc3cc(Cl)ccc3c(=O)n2CC(C)C)no1 | -3
COc1ccc(CCNc2cc(N3CCN(C(=O)c4ccc(C)cc4)CC3)ccc2[N+](=O)[O-])cc1OC | 1
Brc1ccc(Nc2nc3ccccc3n3nnnc23)cc1 | 2
O=C(Nc1nnc(SCc2c(Cl)cccc2Cl)s1)c1ccc2ncsc2c1 | -2
COc1ccc(/C=C2\SC(=S)N(NC(=O)c3ccncc3)C2=O)cc1OC | 4
Cc1ccc(CN2CCc3c(OCC(=O)Nc4cccc(C)c4C)cccc3C2=O)cc1 | -2
COC(=O)c1ccccc1NC(=O)CN1C(=O)C2CCCN2c2ncc(Cl)cc21 (centres undefined) | -2
Cc1nnc(C)c2c(C)n(-c3cccc4cccnc34)c(C)c12 | 2
CCCCC1=CC2=CC(=O)C(C)(O)C(=O)C2=CO1 (centres undefined) | 4
CCOC(=O)c1cc(COc2cc(Cl)cc(Cl)c2)on1 | 1
CCCCC1=CC2=CC(=O)C(C)(OC(=O)c3ccco3)C(=O)C2=CO1 (centres undefined) | 1
CC(=O)NC(=S)c1c(N)n(Cc2ccccc2)c(=O)n(C)c1=O | 1
CC(C)CCNC(=O)c1ccc(-c2ccccc2)cc1 | -2
COc1ccc(-c2nncnn2)cc1 | 1
COc1ccc(Nc2nc(CN3CCOCC3)nc3sc4c(c23)CCC(C)C4)cc1OC (centres undefined) | 1
O=Cc1ccc(OC(=O)Cc2ccc(F)cc2)cc1 | 2
COCCN1C(=S)N[C@@H](c2cccc(F)c2)C(C(=O)OC)=C1C | -1
COc1ccc2c(c1)O[C@H](c1ccc3c(c1)OCO3)[C@@H](OC(=O)Nc1cc(OC)c(OC)c(OC)c1)C2=O | 0
Nc1c(C(=O)Nn2cnnc2)cc([N+](=O)[O-])cc1[N+](=O)[O-] | -2
CCn1c(SCC(=O)N=Nc2c(O)[nH]c3ccccc23)nnc1-c1ccc(C(C)(C)C)cc1 | 1
COc1ccc(C2CC(C(F)(F)F)n3nc(C(=O)Nc4c(C)n(C)n(-c5ccccc5)c4=O)c(Cl)c3N2)cc1 (centres undefined) | 1
Cc1cccc(NC(=O)CSc2nc3[nH]ncc3c(=O)n2-c2ccccc2)c1 | 5
Cc1cccc(CCNC(=O)c2cc(=O)[nH]c3ccc(Br)cc23)c1 | -2
CCOc1cc(NC(=O)c2cnccn2)c(OCC)cc1NC(=O)c1cccc(F)c1 | -4
COC(=O)c1nc(NC(C)=O)n[nH]1 | -4
CC(=O)OCCN1C(=O)c2cccc3cc([N+](=O)[O-])cc(c23)C1=O | 1

# Additional records.
Structure | NR2E3 ag
O=C(COC(=O)c1ccncc1)Nc1cc(Cl)c(Cl)cc1Cl | -2
O=c1c2c3c(sc2nc2sc(CN4CCCCC4)cn12)CCCC3 | -2
O=C(N/C(=C/c1cn(-c2ccccc2)nc1-c1ccccc1)C(=O)N1CCOCC1)c1ccccc1 | 0
COc1ccc(-n2c(SCC(=O)N3CCCC3)nc3ccccc3c2=O)cc1 | 1
CC(c1ccccc1)C(Cc1nc2ccccc2[nH]1)c1nc2ccccc2[nH]1 (centres undefined) | 0
C#C[C@]1(O)CC[C@H]2[C@@H]3[C@H](C)CC4=C(CCC(=O)C4)[C@H]3CC[C@@]21C | -2
COC(=O)Cn1c(=NC(=O)c2ccc([N+](=O)[O-])s2)sc2cc(Br)ccc21 | -3
COc1ccc2c(c1)OCC1=C2CCC2(C)C(=O)CC=C12 (centres undefined) | 4
CC(C)c1ccc(C(=O)NNC(=O)C2C3CCC(C3)C2C(=O)O)cc1 (centres undefined) | 0
O=C(/C=C/c1ccco1)Nc1nc(-c2ccc(F)c(F)c2)cs1 | -3
COc1ccc(C(=O)CSc2nc3c(c(=O)n(C)c(=O)n3C)n2C)cc1 | 2
O=C(COC(=O)c1c(F)cccc1F)c1ccc[nH]1 | -2
O=C(CSc1ccc(-c2cccs2)nn1)NCc1ccccc1Cl | 5
COc1cccc([C@H](O)Cn2cc(-c3ccc(CON=C(C)C)cc3)nn2)c1 | -1
C/C(CC(=O)Nc1ccc(F)cc1F)=N\NC(=O)C(=O)N1CCCCC1 | 6
CC1(C)CC(=O)C=C(NCCN2CCNCC2)C1 | 0
CC(=O)OC[C@H]1O[C@@H](O/N=C/[C@@H](C)[C@H](OCc2ccccc2)C(C)C)[C@H](OC(C)=O)[C@@H](OC(C)=O)[C@@H]1OC(C)=O | 1
CC(C(=O)Nc1ccc(S(=O)(=O)N2CCCCC2)cc1)N1CCN(c2ccccn2)CC1 (centres undefined) | 1
CC1(C)Cc2nc3sc(C(=O)O)c(N)c3cc2CS1 | -2
COc1ccc(C(=O)CC(c2ccccc2)S(=O)(=O)c2ccc(C)cc2)cc1 (centres undefined) | 1
COc1ccc(S(=O)(=O)CCC(=O)Nc2cccc(OC)c2)cc1 | 3
CC(C)C(NC(=O)C12CC3CC(CC(C3)C1)C2)C(=O)NC1=NCCS1 (centres undefined) | 3
CCC(Sc1nc2ccccc2c2nc3ccccc3n12)C(=O)NCc1ccco1 (centres undefined) | -2
O=C(C1CCN(S(=O)(=O)N2CCOCC2)CC1)N1CCc2ccccc21 | 2
CCCCn1c(=O)c(C(=O)N/N=C/c2ccc(F)cc2)c(O)c2ccccc21 | -4
FC(F)(F)c1cccc(NC(=S)NNC(=S)Nc2ccc(Cl)cc2)c1 | -3
COc1ccc(C2=CC3=CC(=O)C(C)(O)C(=O)C3=CO2)cc1 (centres undefined) | 3
COc1ccc(CCNC(=O)C2CCCCC2C(=O)O)cc1OC (centres undefined) | 4
COc1cccc(-c2cc(C(F)(F)F)c3c(N)c(C#N)sc3n2)c1 | 4
CC1(C)CC(=O)C2=C(C1)Nc1ccccc1N=C2 | 0
COc1cccc(-c2nc(Oc3cc(C)cc(C)c3)c3ccccc3n2)c1O | -2
CCOc1cccc2cc(-c3csc(NC(=O)CCC(=O)NCCCN4CCC(C)CC4)n3)c(=O)oc12 | -6
CC(CCc1ccccc1)NC(=O)/C=C/c1ccc(F)cc1 (centres undefined) | 1
CC(C)NC(=O)c1sc2nc(-c3cccs3)cc(-c3cccs3)c2c1N | -1
COc1ccc(OC)c(NS(=O)(=O)Cc2ccccc2)c1 | 6
C#CCOCCOCCOCCNc1nc(N2CCN(C(=O)[C@H]([C@@H](C)CC)n3cc([C@@H](N)Cc4ccc(O)cc4)nn3)CC2)nc(N2CCN(C(=O)[C@H](Cc3cc4ccccc4[nH]3)n3cc([C@@H](N)C(C)CC)nn3)CC2)n1 (some centres undefined) | 2
CC(C)OC(=O)CC(=O)c1sc2nc3c(cc2c1N)CN(C)CC3 | 8
CCC(C)[C@H]1CN=C(N)N1CC1CCCCC1 (some centres undefined) | 3
Cc1nc(Nc2cnc(/C=C/c3cc(C(=O)Nc4cccc(C(F)(F)F)c4)ccc3C)cn2)cc(N2CCNCC2)n1 | -2
CC(C)[C@]1(c2ccc(Cl)cc2)ON(c2ccccc2C(F)(F)F)C1=O | 2
O=c1/c(=C/c2ccc(O)cc2)sc2nc3cc(Br)cnc3n12 | -1
COc1ccccc1N/C(N)=N/c1nc(CSc2nc3ccccc3s2)cc(=O)[nH]1 | 0
C#CCOCCOCCOCCNc1nc(N2CCN(C(=O)CCCCCCCCCCNC(=O)[C@H]([C@@H](C)CC)n3cc(CCCCN=C(N)N)nn3)CC2)nc(N2CCN(C(=O)CCCCCCCCCCNC(=O)[C@H](CCCCN)n3cc(C)nn3)CC2)n1 | -6
Cc1cccc(/C=N/n2c(-c3ccccn3)n[nH]c2=S)c1 | -1
CC(C)C1CCC(C(=O)N[C@H](Cc2ccccc2)C(=O)O)CC1 (some centres undefined) | 4
CC(=O)NC1C(=O)SC1(C)C (centres undefined) | 0
Cn1c(SCn2nnc3ccccc3c2=O)nc2ccccc2c1=O | 1
Nc1ccc(Sc2cc(Cl)nc(N)n2)cc1 | 5
CCOC(=O)c1ccccc1NC(=O)Cc1sc(-c2cccnc2)nc1-c1ccc(C)cc1 | 0
CCc1ccc(N2C(=O)c3cc(N4CCOCC4)c([N+](=O)[O-])cc3C2=O)cc1 | -1

# Next section.
Structure | NR2E3 ag
CCC(=O)N1CCc2cc(S(=O)(=O)CCC(=O)Nc3c(C)n(C)n(-c4ccccc4)c3=O)ccc21 | 7
CCc1c(C(=O)c2ccc(Cl)cc2)oc2c(C)c3oc(=O)cc(C)c3cc12 | 0
O=C(Cn1nc(-c2ccc3c(c2)OCCO3)ccc1=O)Nc1ccc(N2CCOCC2)cc1 | 1
CCCCC(CC)CNC(=O)/C=C/c1ccc(F)cc1 (centres undefined) | -1
O=C1C(=O)N(CCc2c[nH]c3ccccc23)C(c2cccnc2)/C1=C(/O)c1ccccc1 (centres undefined) | 8
C#CCOCCOCCOCCNc1nc(N2CCN(C(=O)[C@H]([C@@H](C)CC)n3cc([C@@H](N)CC(C)C)nn3)CC2)nc(N2CCN(C(=O)[C@H](Cc3cc4ccccc4[nH]3)n3cc([C@@H](N)Cc4ccc(O)cc4)nn3)CC2)n1 | 3
CCN1CCCC1CNC(=O)c1cn(CC)c2ccc(S(=O)(=O)N3CCCCCC3)cc2c1=O (centres undefined) | 2
O=C(O)C1C2C=CC(O2)C1C(=O)Nc1ccc2c(c1)OCCO2 (centres undefined) | 3
Cc1cc(NS(=O)(=O)c2ccc(Nc3nc(-c4sc(NC(=O)c5ccccc5)nc4C)cs3)cc2)no1 | 3
CC(/C=C/c1ccccc1)=N\Nc1nc2c(c(=O)[nH]c(=O)n2C)n1CCO | -2
Clc1ccc(C2C3=C(Nc4ncnn42)c2ccccc2CC3)cc1 (centres undefined) | 1
Cc1cc(Oc2ccc(=O)n(C)n2)nc(=S)[nH]1 | -1
CCCCNC(=S)N(C)/N=C/c1sc(N2CCCCC2)nc1-c1cccs1 | 1
CC(C)(C)OC(=O)CN1C(=O)S/C(=C\c2ccc(-c3cccc(C(=O)O)c3)o2)C1=O | 5
CCN1CCCC1CNC(=O)c1cc(S(=O)(=O)CC)c(N)cc1OC (centres undefined) | -2

# Source: PubChem BioAssay

# The list is partial. The share of hits here may be higher or lower than overall.
